# NLRP3 yeast inh – inhibitors of NALP3 inflammasome in yeast. Yeast reconstituted NLRP3/ASC/caspase-1, beta-gal luminescence, 24 h. inhibition, % at 10 µM. 330,000 tested, 0.39% active. AID 2825;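 active means inhibition of 50% or more; inactive means inhibition below 50%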;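 further: plate controls were induced DMSO wells for no effect and uninduced yeast grown without galactose for full effect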
# SENP8 block-1 – inhibitors of human SENP8 protease | Q96LD8 | recombinant SENP8, Nedd8 substrate fluorescence | inhibition, % at 20 µM | 360,000 tested, 0.64% active | AID 602440; in the data active means inhibition mostly above about 40%, no sharp cut-off; inactive means mostly below about 27%
# PfG6PD inh – PfG6PD (Plasmodium falciparum) enzyme inhibition | PfGluPho enzyme, NADPH resazurin-diaphorase fluorescence | inhibition, % at 20 µM | 350,000 tested, 0.78% active | AID 504690;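 active means inhibition reaching at least a set limit at 20 µM in the primary screen, cut at about 59% in these data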;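 further: 0% = DMSO wells with substrate and 100% = DMSO wells lacking glucose-6-phosphate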
# Apaf-1 inh – blocks human Apaf-1 apoptosome activity. O14727. reconstituted apoptosome caspase-3 activity, DEVD-Rh110 fluorescence. inhibition, % at 20 µM. 330,000 tested, 0.71% active. AID 489030; active means inhibition of at least 40% at 20 µM;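 further: plate controls were DMSO wells for no effect and DEVD-CHO caspase inhibitor wells for full effect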
#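 Medium: Hepes buffer, pH 7.5 / System: biochemical Apaf-1 apoptosome reconstitution / Measured by: Rh110 fluorescence, excitation 480 nm, emission 540 nm / Times: compound with Apaf-1, dATP, procaspase-3 30 min, then 50 min reaction, room temperature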
# SENP7 block – inhibitors of human SENP7 protease; 330,000 tested, 1.5% active; recombinant SENP7, Z-RLRGG-aminoluciferin luminescence, 40 min; AID 434973; inhibition, % at 5 µM;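 active means inhibition above about 50% at the single test dose, limit read from the data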;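 further: plate controls were DMSO with enzyme for no effect and no enzyme buffer wells for full effect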
# SENP8 block-2 – blocks the human protease SENP8 | AID 2540 | Q96LD8 | purified SENP8, Z-RLRGG-aminoluciferin cleavage, luminescence | inhibition, % at 10 µM | 330,000 tested, 1.2% active; in the data active means inhibition above about 50%
# HKDC1 inhibitor – inhibitors of human hexokinase HKDC1 | inhibition, % at 20 µM | 340,000 tested, 0.16% active | AID 493160 | Q2TB90 | recombinant HKDC1, G6PDH/diaphorase resazurin coupled fluorescence;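 active means inhibition above about 35% when tested at 20 µM, limit read from the data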;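 further: plate controls were DMSO wells with enzyme for no effect and DMSO wells lacking enzyme for full effect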
#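 Material: recombinant HKDC1 hexokinase; Amount: HKDC1 at 5 µg/mL; Medium: Tris pH 8.0 buffer with MgCl2, Tween-20, BSA, BME; Schedule: 90 min reaction incubation at room temperature, dark; Technique: coupled resazurin fluorescence, excitation 525 nm, emission 613 nm.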
# SENP6 inh – blocks the human protease SENP6. Q9GZR1. Recombinant SENP6 catalytic domain, aminoluciferin luminescence. inhibition, % at 10 µM. 330,000 tested, 1.8% active;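 active means inhibition above about 50% at the single tested dose, limit read from the data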;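 further: plate controls were DMSO wells with enzyme for no effect and DMSO wells lacking enzyme for full effect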
# Target sequence (Q9GZR1 628-1112 limits assumed): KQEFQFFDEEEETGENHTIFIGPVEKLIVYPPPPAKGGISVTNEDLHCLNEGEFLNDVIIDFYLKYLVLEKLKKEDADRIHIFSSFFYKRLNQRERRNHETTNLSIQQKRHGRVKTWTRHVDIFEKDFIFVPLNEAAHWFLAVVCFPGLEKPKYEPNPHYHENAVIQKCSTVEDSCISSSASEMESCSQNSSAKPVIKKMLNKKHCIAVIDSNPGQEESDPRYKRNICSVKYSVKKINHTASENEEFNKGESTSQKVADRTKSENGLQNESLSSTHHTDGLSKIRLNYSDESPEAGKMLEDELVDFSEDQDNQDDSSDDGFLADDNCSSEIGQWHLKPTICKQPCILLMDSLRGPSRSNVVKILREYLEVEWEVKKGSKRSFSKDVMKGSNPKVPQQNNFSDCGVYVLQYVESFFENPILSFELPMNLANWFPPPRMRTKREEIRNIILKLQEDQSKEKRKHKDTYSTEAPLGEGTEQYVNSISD
# SENP1 inh – inhibitors of human SENP1 SUMO protease catalytic domain; Q9P0U3; recombinant SENP1 catalytic domain, CyPet-SUMO1-YPet FRET cleavage; inhibition, % at 10 µM; 360,000 tested, 0.21% active; AID 624204;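 active means inhibition at least 30% at 10 µM, raw YFP signal under a set limit, fluorescence ratio 0.5 to 1.5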;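 further: 0% = enzyme with DMSO and 100% = no enzyme wells; some results filed as inactive read as strong as hits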
# Target sequence (Q9P0U3 419-644 limits assumed): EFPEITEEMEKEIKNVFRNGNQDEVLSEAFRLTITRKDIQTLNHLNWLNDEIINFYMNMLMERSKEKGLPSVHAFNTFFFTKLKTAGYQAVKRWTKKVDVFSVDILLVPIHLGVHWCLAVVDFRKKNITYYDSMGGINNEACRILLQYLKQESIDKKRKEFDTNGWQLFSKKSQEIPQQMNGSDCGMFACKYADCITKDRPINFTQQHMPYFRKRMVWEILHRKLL
#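 Assay system: hSENP1 catalytic domain, recombinant. Amount: SENP1 enzyme, 20 pM final. Schedule: 50 min reaction, RT, dark. Technique: FRET, CFP and YFP emission. Control set: no-enzyme wells low, DMSO-plus-enzyme wells high control.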
# The depositor's hits bear a star; i = inactive; x = no result given.
SMILES,NLRP3 yeast inh,SENP8 block-1,PfG6PD inh,Apaf-1 inh,SENP7 block,SENP8 block-2,HKDC1 inhibitor,SENP6 inh,SENP1 inh
O=C(OCC(=O)N1CCN(S(=O)(=O)c2ccccc2)CC1)c1ccc([N+](=O)[O-])o1,3,40,20,80*,21,10,0,41,0
O=C(CNC(=O)c1ccccc1Br)NCCSc1ccc(Br)cc1,14,12,-11,11,-1,11,-3,-3,-5
CC(C)=NNc1nc2c(c(=O)[nH]c(=O)n2C)n1CCc1ccccc1,2,-126,16,-4,5,3,-6,-6,1
CCCCNC(=O)C1CC(=O)N(C2CCCCC2)C1 (stereo not given),0,22,-15,-5,0,-10,8,-35,-2
COc1ccc(-n2c(=S)[nH]c3cc(C(=O)N(C)Cc4ccccc4)ccc3c2=O)cc1,11,5,-23,2,-11,-6,-4,-30,-1
COCCSc1ccccc1C(=O)NCc1cccnc1,14,8,-23,-1,1,0,-5,-4,-1
CN1CCC(N(C)C(=O)c2cc(S(=O)(=O)N3CCOCC3)ccc2Cl)CC1,-4,10,-7,-7,-5,5,-6,7,-4
COc1ccccc1CNC(=O)C1COc2ccccc2O1 (stereo not given),27,21,1,0,-7,-11,-5,-17,3
O=[N+]([O-])C1=CC=C2C(=NC3(CCCCC3)N2O)C1=NCCO,18,30,19,-7,3,1,9,12,0
COc1ccc(-n2nc(C(=O)N3CCCCC3)c(C)c(C#N)c2=O)cc1,0,12,1,0,2,5,-4,-3,14
COc1ccc(NC(=O)c2ccccc2NC(=O)c2ccco2)c(OC)c1,2,10,-9,-21,-1,3,-8,-12,4
Cc1cc(C(=O)Nc2ccccc2C(=O)O)ccc1NC(=O)COc1cccc(C)c1C,16,-2,0,22,-3,29,0,-9,0
Cc1cc(C)c2cc(C(=O)Nc3ccc4c(c3)OCO4)[nH]c2c1,20,x,8,1,7,-7,-2,7,x
COC(=O)Nc1nc(Sc2ncc(C(F)(F)F)cc2Cl)n[nH]1,11,4,-12,12,-6,-7,14,-1,1
O=S(=O)(c1ccccc1)N1CCCC1c1cccs1 (stereo not given),14,2,23,0,-2,-6,-2,-22,4
CNC(CC(=O)c1ccc([N+](=O)[O-])cc1)C(Cl)(Cl)Cl (stereo not given),x,11,70*,x,x,x,12,x,3
Cc1ccc(NC(=O)c2nnn(CC(=O)Nc3ccccc3)c2N)cc1C,5,8,-2,11,-2,0,-3,-9,0
O=C(NC(=O)c1cc(OCC(F)(F)F)ccc1OCC(F)(F)F)Nc1ccccc1,17,21,15,-13,13,-11,1,-19,2
Cc1ccc2c(c1)c1c(n2CC(O)Cn2c(C)nc3ccccc32)/C(=N\O)CCC1 (stereo not given),3,10,1,17,2,-6,-1,7,1
NC1=NC2(CCCCC2)N(c2ccc(F)cc2F)C(N)=N1,12,9,-3,9,4,14,-12,-4,-3
COc1cc(SC)ccc1C(=O)N1CCN(Cc2ccccc2)CC1,13,18,1,-9,-9,-1,-9,-22,2
O=C(COC(=O)c1ccc(S(=O)(=O)N2CCOCC2)cc1)NC1CCCCCCC1,0,25,10,7,-3,8,11,6,1
O=C(Nc1ccc(Cl)cc1Cl)c1csc(-c2cccnc2)n1,-4,19,6,-6,-2,-3,-5,-7,1
CCOc1ccc(S(=O)(=O)Nc2cccc(C(=O)NCC(c3ccc(OC)cc3)N3CCOCC3)c2)cc1 (stereo not given),2,-7,8,4,-4,0,-3,1,-2
CN(CC(=O)Nc1cccc(F)c1)C(=O)Cn1c(=O)cnc2ccccc21,23,10,-17,-3,4,11,1,1,0
Cc1nnc(SCC(=O)Nc2ccc3c(c2)OCCO3)s1,-1,15,18,-6,-2,0,-6,-13,-1
O=C(NNC(=S)NC(=O)c1cccs1)c1ccc(O)cc1,9,5,-18,-12,7,-7,-9,17,2
COc1ccc(-n2c(N)c(C(=O)NCc3ccco3)sc2=S)cc1,-24,24,48,-1,7,2,-3,6,1
COc1ccc(N2CCN(C(=O)C3CCN(C(=O)c4cccc(Cl)c4)CC3)CC2)cc1,12,3,-18,0,0,6,-1,0,-1
CCOc1cccc(C(=O)NC(=S)Nc2ccccc2)c1,25,14,1,18,7,16,-2,40,3
Cc1ccccc1-n1nc2c(c1NC(=O)c1cc3ccccc3o1)CS(=O)(=O)C2,21,-1,-11,9,-7,-7,2,-19,-2
Cc1ccc(C)c(SCC(=O)c2ccc[nH]2)c1,-22,10,16,0,-1,-9,-7,-11,-1
CSc1ncccc1C(=O)OCC(=O)N1CCc2ccccc21,5,7,6,19,-12,-16,-5,-11,-1
CC(=O)Nc1cccc(OCc2cnc(Cl)s2)c1,23,6,9,-2,1,-13,-6,-27,1
CCc1csc(CCNC(=O)C2CCC(=O)N(Cc3cccc(C(F)(F)F)c3)C2)n1 (stereo not given),6,8,-18,-6,1,-2,0,-1,0
Fc1cccc(Cl)c1Cn1ncc2ccccc21,6,16,-19,1,7,2,2,1,1
CN(CC(=O)NC1CCCc2ccccc21)S(=O)(=O)c1cccs1 (stereo not given),-2,7,-14,-3,-10,-16,-3,-19,2
CCc1ccc(CN(C)C(=O)c2cccc(S(=O)(=O)Nc3ccccc3OC)c2)cc1,7,6,1,27,-2,5,-1,-6,2
O=C(CN(Cc1ccccc1)C(=O)c1ccco1)NCc1ccc(F)cc1,2,18,3,-1,-6,-5,2,-10,4
c1ccc(-c2ccc(CN3C[C@@H]4C(c5ccccc5)C5(c6cccnc6)CC4(C5)[C@H]3c3ccccc3)cc2)cc1 (stereo not given in full),20,12,6,12,-16,-13,6,-22,-6
COc1ccc(CN2CCNC(=O)C2CC(=O)NCc2cc(C)n(C)n2)c(F)c1 (stereo not given),12,-46,-1,8,-4,5,5,6,-8
CCOC(=O)COc1c(-c2ccc(OC)cc2)oc2ccccc2c1=O,1,i,15,4,3,-4,-2,-2,0
Cc1ccc(S(=O)(=O)N2CCN(C(=O)COC(=O)c3ccc(C(C)(C)C)cc3)CC2)c(C)c1,14,6,6,14,10,-3,-3,-15,2
Cc1c(CCC(=O)N2CCC[C@H]2C(=O)O)c(=O)oc2cc3oc4c(c3cc12)CCCC4,3,-225,-5,-4,5,-12,4,-13,-27
O=C(CC1C(=O)NCCN1C(=O)Nc1ccc(Cl)cc1)Nc1ccc(F)cc1 (stereo not given),1,21,-2,0,-4,-3,-5,-22,2
OCCC1CN(CCCn2cccn2)CCN1Cc1ccccc1 (stereo not given),13,3,-3,0,-2,-2,-8,-2,-2
CN(C)S(=O)(=O)c1ccc(C(=O)N2CCOCC2)cc1,-3,21,0,-4,1,-1,-2,1,1
Cc1ccc(Nc2nc(C(=O)N3CCC(C(=O)NCCN4CCOCC4)CC3)cs2)cc1,5,10,5,5,1,5,3,-4,0
CC1=CSC2=NC(=O)/C(=C\c3cccn3-c3ccccc3)C(=N)N12,-65,16,-11,15,-3,-7,5,-11,-15
Cn1c(CNC(=O)c2ccccc2F)nnc1SCC(=O)N1CCN(c2ccccc2)CC1,7,14,-13,-4,-4,3,-8,-6,3
Cc1cccc(NC(=O)NNC(=O)c2nn(C)cc2Br)c1,5,9,-14,-13,1,-5,-8,-3,2
COc1ccc(C(=O)NC2CC3CCCC(C2)N3CC(C)C)cc1OC (stereo not given),10,5,3,-3,-5,-2,-5,-2,0
CC1CCN(C(=O)COC(=O)c2cc([N+](=O)[O-])ccc2N2CCOCC2)CC1,20,11,-3,-6,6,-4,1,-12,1
O=C(c1cccc(N2CCCC2=O)c1)N1CCN(c2ccccc2)CC1,13,26,-10,-8,4,2,-4,11,3
CC(C)(C)c1ccc(S(=O)(=O)Nc2ccc(Cc3ccncc3)cc2)cc1,-12,8,6,24,-3,-2,3,-3,1
O=C(NCc1cccs1)c1nc(-c2cccs2)no1,30,9,5,4,1,-4,-9,-1,1
CCc1ccc(NC(=O)CN(c2cccc(C)c2)S(C)(=O)=O)cc1,0,18,8,-3,3,4,-1,-4,1
CCC(C)C(=O)Nc1nc2c(s1)C(=O)CC(C)(C)C2 (stereo not given),8,2,1,1,-12,0,-4,-3,3
Nc1nc2ccc([N+](=O)[O-])cc2[nH]1,1,17,2,7,10,3,-3,2,1
